D1 ag: agonists of human D1 dopamine receptor | P21728 | HEK293 T-REx D1 cells, calcium flux, agonist mode | activation, % at 2 µM | 360,000 tested, 1% active | AID 504660; in the data active means activation above about 30%; further: 0% is about no effect
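Tetracycline-induced HEK293 TREx D1 cells, force-coupled to calcium signalling, were dye-loaded with a no-wash calcium kit. Compound was pin-added after a 10 s baseline. Fluorescence was read kinetically at 1 cycle/s for 180 s, with calcium rises flagged as agonism.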
D1 PAM: enhances dopamine response at the human D1 receptor | P21728 | HEK293 TREx D1 cells, calcium flux, dopamine EC20 potentiation | potentiation, % at 10 µM | 360,000 tested, 0.036% active | AID 504651; in the data active means potentiation above about 30%; further: 0% is about no effect
RXFP1 antagonist: antagonists of human relaxin receptor RXFP1; Q9HBX9; HEK293-RXFP1, relaxin-stimulated cAMP HTRF, 30 min; active compounds read low; activity change, negative = inhibition, % at 57.5 µM; 350,000 tested, 0.59% active; AID 1259400;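 active means activity change of -60% or lower, but not beyond a set lower limit; inconclusive means change between -60% and -40%, or beyond the set limit; inactive means change above -40%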; further: on the % scale 0 is the no-effect control and ±100 the full control effect
Target sequence (Q9HBX9 whole entry, looked up): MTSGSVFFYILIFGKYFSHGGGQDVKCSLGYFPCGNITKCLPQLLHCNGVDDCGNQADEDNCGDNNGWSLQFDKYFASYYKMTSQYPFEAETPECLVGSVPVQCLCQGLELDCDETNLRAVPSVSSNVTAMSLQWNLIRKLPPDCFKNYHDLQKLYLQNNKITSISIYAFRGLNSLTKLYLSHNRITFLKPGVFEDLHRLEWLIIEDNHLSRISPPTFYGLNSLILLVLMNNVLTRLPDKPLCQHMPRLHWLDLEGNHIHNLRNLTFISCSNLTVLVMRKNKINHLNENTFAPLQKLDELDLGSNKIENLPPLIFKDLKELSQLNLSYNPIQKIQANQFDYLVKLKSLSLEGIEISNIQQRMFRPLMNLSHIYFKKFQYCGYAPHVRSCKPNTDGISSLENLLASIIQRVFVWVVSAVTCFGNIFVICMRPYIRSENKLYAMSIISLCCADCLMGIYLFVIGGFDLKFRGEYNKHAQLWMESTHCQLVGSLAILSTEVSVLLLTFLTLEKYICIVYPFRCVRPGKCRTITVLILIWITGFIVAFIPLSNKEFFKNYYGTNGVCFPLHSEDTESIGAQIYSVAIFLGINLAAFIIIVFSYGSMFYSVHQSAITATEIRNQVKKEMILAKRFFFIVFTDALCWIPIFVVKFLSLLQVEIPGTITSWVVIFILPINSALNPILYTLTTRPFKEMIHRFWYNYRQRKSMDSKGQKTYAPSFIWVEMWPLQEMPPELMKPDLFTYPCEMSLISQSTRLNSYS
Vif-APOBEC3G blk: inhibitors of Vif-APOBEC3G interaction; Potency, µM (series often up to 46.1 µM), for the others: at the highest dose activity, negative = active, most hits filed as inhibitors; 410,000 tested, 0.076% active; AID 602310; HeLa A3G-eYFP + Vif (tagged APOBEC3G with the HIV-1 protein that degrades it), YFP fluorescence, overnight; Q9HC16;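 further: potency means the concentration at half of the fitted maximal effect; on the % scale 0 is the no-effect control and ±100 the full control effect; nearly all actives have a fitted effect of over 60% in size; hits raise eYFP signal because A3G escapes Vif-driven loss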
Target sequence (Q9HC16 whole entry, looked up): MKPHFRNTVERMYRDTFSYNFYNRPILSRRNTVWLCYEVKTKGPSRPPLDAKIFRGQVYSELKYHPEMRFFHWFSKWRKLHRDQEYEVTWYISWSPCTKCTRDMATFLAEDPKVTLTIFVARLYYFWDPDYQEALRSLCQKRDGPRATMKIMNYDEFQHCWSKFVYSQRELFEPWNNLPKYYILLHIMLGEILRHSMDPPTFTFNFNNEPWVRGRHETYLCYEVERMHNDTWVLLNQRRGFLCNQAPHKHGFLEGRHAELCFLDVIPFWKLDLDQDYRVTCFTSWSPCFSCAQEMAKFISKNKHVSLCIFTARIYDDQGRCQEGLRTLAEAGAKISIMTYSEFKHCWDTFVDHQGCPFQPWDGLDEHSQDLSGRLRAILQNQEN
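Read-out is eYFP fluorescence (Ex 488/Em 500-530) from Vif-expressing HeLa A3G-eYFP cells; more signal means A3G escaped Vif-mediated degradation. Cells plated overnight, compound pinned in, incubated overnight at 37 deg C.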
RXFP1 agonist: RXFP1 (human) receptor agonism; Potency, µM (doses to about 57.5 µM), for the others: at the top dose activation, hits mostly activators; Q9HBX9; HEK293T-RXFP1 cAMP TR-FRET, 30 min; response scale: percent of porcine relaxin response, buffer zero; 370,000 tested, 0.3% active; further: potency means the concentration at half of the fitted maximal effect; on the % scale 0 is the no-effect control and ±100 the full control effect; nearly all actives have a fitted effect of over 60% in size; many of its hits are not listed in these tables
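HEK293T cells stably expressing RXFP1 were pretreated with the PDE4 inhibitor Ro 20174, exposed to compounds for 30 min at 37C, lysed, and cAMP was read by TR-FRET. Data normalized to buffer (basal) and 29 nM porcine relaxin (100%).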
D2 potentiator: D2 dopamine receptor (human) potentiation; 340,000 tested, 0.34% active; HEK293 T-REx D2, calcium flux, EC20 dopamine potentiation; AID 485347; potentiation, % at 10 µM;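 active means potentiation over 3 SD above the plate norm, cut at about 30% in these data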; further: 0% is about no effect
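Cells plated with tetracycline inducer and held overnight at 30 C; calcium dye loaded 30–90 min at room temperature; baseline taken, compound added and read 180 s; EC20 dopamine then added and read 180 s.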
D1 antagonist: human D1 dopamine receptor antagonism; 360,000 tested, 3.2% active; HEK293 TREx D1 cells, calcium flux, dopamine EC80; active compounds read low; P21728; activity change, negative = inhibition, % at 10 µM; AID 504652; in the data active means activity change below about -30%; further: on the % scale 0 is the no-effect control and ±100 the full control effect
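Tetracycline-induced HEK293 Trex D1 cells, force-coupled to calcium, dye-loaded; compounds added and read 180 s, then EC80 dopamine added and calcium flux tracked kinetically another 180 s.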
Vif-A3F inh: Vif-A3F binding inhibition. HeLa A3F-eYFP + Vif (tagged APOBEC3F with the HIV-1 protein that degrades it), YFP fluorescence increase. Potency, µM (highest dose often 46.1 µM), without a hit: at the highest dose activity, negative = active. 390,000 tested, 0.2% active. AID 602313; further: potency means the concentration at half of the fitted maximal effect; % of control where 0% means no effect; nearly all actives have a fitted effect of over 65% in size
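Fluorescence increase (Ex 488/Em 500-530) after overnight compound treatment at 37 deg C flags inhibition of Vif-driven A3F-eYFP loss in stable HeLa A3F-eYFP/Vif cells seeded overnight beforehand.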
Glioma ERSR ind: ER stress response induction in glioma. 420,000 tested, 0.02% active. U87-MG GRP78 promoter luciferase reporter, 16 h. Potency, µM, for inactives: top-dose activation, most hits filed as activators; further: potency means the concentration at half of the fitted maximal effect; series mostly up to about 76 µM; % of control where 0% means no effect; nearly all actives have a fitted effect of over 35% in size
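Stably transfected U87-MG glioma cells carrying a GRP78-based luciferase sensor; 16 h compound incubation. Luminescence end-point read 10 min after Bright-Glo addition at room temperature.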
Starred values were filed as active, the others as inactive; ? = inconclusive; · = not tested or not shown; & = joins results of further samples. Unless noted, the call rests on the fitted dose curve; in most records, active means well fitted curve in the direction sought with a large enough effect; inconclusive means small, poorly fitted or top-dose-only effect, or another doubt; inactive means no such curve, though single readings can be large; an effect the other way counts as inactive or inconclusive. This is a subset (hit frequency here may not be typical).

SMILES	D1 ag	D1 PAM	RXFP1 antagonist	Vif-APOBEC3G blk	RXFP1 agonist	D2 potentiator	D1 antagonist	Vif-A3F inh	Glioma ERSR ind
CC1(C)COC(Nc2cccc(Cl)c2)=N1	3	-2	-6	-1%	0.6%	6	4	·	0%
O=C1CCCN1C(=O)c1cncc(Br)c1	0	10	6	1%	1.4%	28	-8	1%	-4%
Cc1ccccc1NC(=S)NC(NC(=O)CF)C(Cl)(Cl)Cl (centres undefined)	5	-5	-8	-2%	1.3%	-14	0	2%	-4%
CCOC(=O)C1C(=O)N(C)C2(C)CC1c1cc(OC)ccc1O2 (centres undefined)	0	-2	11	1%	-1.2%	-2	12	-2%	1%
Cn1cc(C(=O)c2ccccc2)c2ccccc21	4	8	1	-3%	-1.0%	18	-15	0%	-4%
CCOC(=O)c1c(NS(=O)(=O)c2ccccc2)n(CCCOC)c2nc3ccccc3nc12	-1	8	1	-16%	?	·	-18	2%	-2%
CCOc1ccccc1N1C(=O)CC(=O)NC1=O	4	0	0	0%	-2.0%	-4	23	13%	-5%
CN1C(=O)C(Cc2ccc(OCc3ccccc3)cc2)C(=O)N(C)C1=O	14	-8	-13	2%	1.8%	-9	-28	-7%	-3%
COc1ccc(CCC(C)NCCc2ccccc2)cc1 (centres undefined)	26	-3	-1	0%	-0.6%	-7	2	-1%	-3%
COc1ccc2c3c([nH]c2c1)C(C)=NCC3	2	0	·	-9%	26%	13	9	-19%	-2%&-5%&-5%&-7%&-5%
Cc1cc(C)n2c(Br)c(CN3CC4CC(C3)c3cccc(=O)n3C4)nc2n1 (centres undefined)	-2	-4	1	-2%	21%	9	-4	-3%	-3%
CC[C@H](C)/C=C(C)/C=C/C1=CC2=C(Cl)C(=O)[C@@](C)(OC(C)=O)C(=O)C2=CO1	·	·	-6	-4%	·	·	·	-2%	-1%
NNCc1cccc(O)c1	2	-9	·	3%	0.0%	-3	7	-5%	8%
COc1cc(/C=C2\C[C@H]3[C@@H]4CC=C5C[C@@H](N6CCCC6)CC[C@]5(C)[C@H]4CC[C@]3(C)[C@H]2O)cc(OC)c1OC	·	·	0	1%	·	·	·	-15%	-7%
Cc1ncc(CNC(=O)N(CCCl)N=O)c(N)n1	-2	-6	-5	-2%	0.6%	9	-2	-2%	-4%&-1%&-3%
O=C(c1ccccc1)c1ccc(N=Nc2c(O)[nH]c(=O)[nH]c2=O)cc1	6	0	9	-3%	4.5%	-7	-1	-5%	0%
COC(=O)C1=CO[C@@H](C)[C@@H]2CN3CC[C@@]4(C(=O)Nc5ccccc54)[C@@H]3C[C@H]12	0	4	·	-7%	0.4%	-3	26	-3%	4%
O=c1c2ccccc2nc(CSc2ncnc3nc[nH]c23)n1-c1ccc(Cl)c(Cl)c1	1	-3	1	2%	1.6%	-12	0	-12%	1%
Cc1cccc(CC(c2cccc(C)c2)N(C)C)c1 (centres undefined)	·	·	-6	0%	·	·	·	-7%	0%
N#Cc1ccc(Cn2cc(C(=O)c3ccco3)c3ccccc32)cc1	4	-3	-3	-6%	2.5%	-2	-20	·	8%
NCC(CC(=O)O)c1ccc(Cl)cc1 (centres undefined)	1	-4	3&18	2%	-1.0%	-4	6	0%	1%&-6%&4%&-4%&-3%
COc1ccc(OC)c(NC2=NCCCS2)c1	1	-3	-11	1%	-0.3%	-5	-17	-8%	-2%
Cc1cccc(N2C(=O)NC(=O)/C(=C/c3ccc([N+](=O)[O-])o3)C2=O)c1	12	-3	3	-11%	0.0%	2	4	-29%	-5%
COc1cc(C2c3cc4c(cc3CC3COC(=O)C32)OCO4)cc(OC)c1O (centres undefined)	·	·	5	-23%	·	·	·	7%	-1%
NC1=NC(=O)C(c2ccccc2)O1 (centres undefined)	0	-2	9	·	0.0%	0	-6	·	·
CCC(=NCc1ccc(F)cc1)c1c(O)n(C)c(=O)n(C)c1=O	6	-3	-3	0%	0.5%	5	-6	-2%	1%
C[C@@H]1CN([C@H](C)CO)C(=O)CCCn2nncc2CO[C@@H]1CN(C)C(=O)Oc1ccccc1	·	·	0	0%	·	·	·	-10%	-2%
CCOC(=O)c1sc(/N=C/c2c(O)n(-c3cccc(C)c3)c(=O)[nH]c2=O)c(C#N)c1C	4	-8	7	-11%	0.0%	·	17	3%	0%
CN(CCc1nnc(N)s1)[N+](=O)[O-]	1	3	-1	3%	-0.3%	2	12	0%	-4%
Cc1ccc(-n2c(C)cc(/C=C3\C(=O)NC(=O)N(C)C3=O)c2C)cc1C	3	-1	-26	0%	3.8%	3	3	-9%	-3%
COC(=O)C1=C(c2ccc(-c3ccccc3)c(F)c2)C[C@@H]2CC[C@H]1N2C(=O)NCCOc1ccccc1Cl	1	-2	·	3%	0.3%	-5	-13	0%	-1%
CN(C)c1ccc(C=C2C(=O)NC(=S)NC2=O)cc1[N+](=O)[O-]	3	5	?	2%	-2.4%	-3	-8	-6%	-2%
CC1=CC(C)C(COC(N)=O)(COC(N)=O)C(C)C1 (centres undefined)	2	-8	-1	1%	-2.1%	7	-20	3%	-1%
Cc1cccc(N2C(=O)NC(=O)/C(=C/c3cc4c(cc3[N+](=O)[O-])OCO4)C2=O)c1	6	1	-3	-7%	2.4%	·	-5	?	6%
COc1ccc(C2SCC(=O)Nc3c2c(C)nn3-c2ccccc2)cc1OC (centres undefined)	4	-3	-5	1%	-0.2%	7	-16	-5%	-4%
Cc1ccc(NC(=O)Cn2cc(C(=O)c3ccccc3)c3ccccc32)cc1	11	-8	-2	7%	4.8%	7	-12	-2%	-4%
c1nc2nc3c(c(N4CCNCC4)n2n1)CCCC3	2	5	2	1%	3.7%	2	-5	-7%	-4%
Clc1ccc(CNCCc2ccc3c(c2)OCO3)cc1	19	-10	-3	-8%	-1.7%	-24	2	0%	-3%
CCOc1cc2c(cc1OCC)-n1cccc1C(c1ccc(OC)cc1)NC2 (centres undefined)	0	-2	-16	2%	-1.9%	-1	-11	0%	-2%
CC(C)(C)C(=O)NC1CCSC1=O (centres undefined)	3	-5	·	·	1.1%	14	5	·	·

Two of the compounds above, field by field.
c1nc2nc3c(c(N4CCNCC4)n2n1)CCCC3
- D1 ag: 2
- D1 PAM: 5
- RXFP1 antagonist: 2
- Vif-APOBEC3G blk: 1%
- RXFP1 agonist: 3.7%
- D2 potentiator: 2
- D1 antagonist: -5
- Vif-A3F inh: -7%
- Glioma ERSR ind: -4%
Clc1ccc(CNCCc2ccc3c(c2)OCO3)cc1
- D1 ag: 19
- D1 PAM: -10
- RXFP1 antagonist: -3
- Vif-APOBEC3G blk: -8%
- RXFP1 agonist: -1.7%
- D2 potentiator: -24
- D1 antagonist: 2
- Vif-A3F inh: 0%
- Glioma ERSR ind: -3%

Other results.
SMILES	D1 ag	D1 PAM	RXFP1 antagonist	Vif-APOBEC3G blk	RXFP1 agonist	D2 potentiator	D1 antagonist	Vif-A3F inh	Glioma ERSR ind
CC(=O)[C@H]1CCC2C3CC[C@H]4C[C@@H](O)CC[C@]4(C)C3CC[C@@]21C (some centres undefined)	·	·	-13	-2%	·	·	·	?	-5%
COc1ccc(CCNCc2ccccc2)cc1	16	2	8	-2%	-3.1%	5	-6	0%	-5%
Cn1c(=O)cc(OCC(=O)N2CCC3(CC2)OCCO3)c2ccccc21	-1	-1	-9	1%	3.0%	-6	-15	-2%	-2%
CC(C)Cn1cc(C(=O)N2CCC3(CC2)OCCO3)c2c3ccccc3n(C)c2c1=O	2	-4	1	-1%	0.1%	2	3	0%	-4%
O=c1c2ccccc2nc(CNc2ccccc2)n1-c1ccccc1	5	1	-2	-8%	-1.7%	13	-5	-22%	0%
CN1CC[C@]23c4c5ccc(O)c4OC2C(O)C=CC3[C@H]1C5 (some centres undefined)	·	·	10	1%	·	·	·	-2%	-2%&-5%
Cc1ccc2c(c1)N(C(=O)CCC(=O)N1CCC3(CC1)OCCO3)CC(C)O2 (centres undefined)	1	-8	7	3%	0.3%	5	6	-2%	-2%
O=c1[nH]c(=S)n(CCC2=CCCCC2)c(O)c1C=NCCCn1ccnc1	5	0	-3	-3%	-1.8%	1	-15	0%	-4%
COc1ccc(CNC(=O)CCC(=O)N2C[C@H]3C[C@H](C2)c2cccc(=O)n2C3)cc1	2	0	·	0%	1.5%	11	-4	4%	-3%
COc1ccc(Cn2c(O)c(C=Nc3c(C)n(C)n(-c4ccccc4)c3=O)c(=O)[nH]c2=O)cc1	0	-3	-3	-13%	2.9%	-5	3	-2%	-6%
CN(C)P1(N(C)C)=NC(C(F)(F)F)=NC(C(F)(F)F)=N1	5	-6	1	2%	-1.0%	8	-8	-2%	-6%
O=C(c1c[nH]c2ccc(S(=O)(=O)N3CCC4(CC3)OCCO4)cc2c1=O)N1CCC2(CC1)OCCO2	4	1	-14	1%	6.6%	27	-4	2%	0%
CCN(CC)Cc1c[nH]c2ccccc12	2	-5	-3	-4%	-0.7%	-7	-2	-6%	-1%
CC(=O)OC[C@]12CCC(C)=C[C@H]1O[C@@H]1[C@H](O)[C@@H](OC(C)=O)[C@@]2(C)[C@]12CO2	3	-8	·	-20%	1.1%	-1	14	0%	0%
Cc1cc(OCC(=O)O)c2c3c(c(=O)oc2c1)CCCC3	0	-2	-10	2%	2.3%	-10	-18	-2%	-3%
NNP(=O)(CC(=O)c1ccccc1)c1ccccc1 (centres undefined)	5	-2	3	-1%	-1.9%	-1	-3	4%	-2%
CN(C)CCN(C(=O)COc1ccc(Cl)cc1)c1nc2cc3c(cc2s1)OCO3	4	-5	2	-2%	-0.6%	13	6	-10%	-3%
CC(=O)OC1CC2(O)C3CCC4CC(O)CCC4(C)C3CCC2(C)C1C1=CC(=O)OC1 (centres undefined)	·	·	-17	-2%	·	·	·	?	-9%
COc1ccc(C2C(C(=O)N3CCC4(CC3)OCCO4)CC(=O)N2c2ccc(OC)cc2)cc1 (centres undefined)	3	1	-8	2%	2.1%	10	-1	-2%	-3%
O=C(Cc1ccc(N(CCCl)CCCl)cc1)NC(Cc1ccc(Cl)cc1)C(=O)O (centres undefined)	3	-1	-2	1%	1.9%	1	5	-20%	-2%
CCOP(=S)(OCC)SCC(=O)NC(C(=O)O)C(C)C (centres undefined)	-2	5	-11	-1%	-2.0%	2	-2	·	1%
Cc1cnc(-n2c(=S)[nH]c3ccccc3c2=O)s1	1	-4	-4	0%	0.6%	0	5	-1%	4%

Assay outcomes deposited in PubChem by National Center for Advancing Translational Sciences (NCATS).
